Bioassay records from PubChem.
GAA glycogen: qHTS Assay for Inhibitors and Activators of Human alpha-Glucosidase Cleavage of Glycogen | Lysosomal alpha-glucosidase (Homo sapiens), P10253 | 300,000 compounds, 0.38% hits | Potency, µM (series often up to 76.4 µM), for the others: at the highest dose activity change, negative = inhibition, hits mostly inhibitors | recombinant GAA, glycogen substrate, Amplex Red glucose oxidase fluorescence; active = well fitted inhibition curve with a large enough effect; inconclusive = small, poorly fitted or top-dose-only effect, or another doubt; inactive = no such curve, though single readings can be large or run the other way;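 also: 0% = full enzyme reaction and -100% = no-enzyme basal signal; the screen sought inhibitors and activators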
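Recombinant human enzyme (4 nM); glycogen substrate; 37 C, 40 min, pH 5.0. Readout: coupled glucose oxidase/Amplex Red fluorescence.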
* hit, by the source's call; ? = inconclusive; & = joins results of further samples; [ ] = another dose, or the depositor's remark. Potency is read from the fitted curve at half-maximal effect. The list is partial (hit frequency here may not be typical).

A first look, 3 compounds:
GAA glycogen	smiles
17%[76.3 µM]	O=C(O)c1ccccc1-c1ccc(/C=C2\SC(=O)N(c3ccccc3)C2=O)o1
-5%[76.3 µM]	COc1cccc(NC(=O)CSc2nc3ccccc3c(=O)n2CCCC(=O)NCC2CCCO2)c1 (stereo not drawn)
-2%[76.3 µM]	CN1CCN(c2ccccc2NC(=O)c2ccc(N3CCOCC3)c([N+](=O)[O-])c2)CC1

The whole of this part (from the top)
GAA glycogen	smiles
17%[76.3 µM]	O=C(O)c1ccccc1-c1ccc(/C=C2\SC(=O)N(c3ccccc3)C2=O)o1
-5%[76.3 µM]	COc1cccc(NC(=O)CSc2nc3ccccc3c(=O)n2CCCC(=O)NCC2CCCO2)c1 (stereo not drawn)
-2%[76.3 µM]	CN1CCN(c2ccccc2NC(=O)c2ccc(N3CCOCC3)c([N+](=O)[O-])c2)CC1
-19%[76.3 µM]	CCC(=O)N1CCN=C1SCc1cccc(C(F)(F)F)c1
15%[76.3 µM]	COc1ccc2oc(-c3ccc(NC(=O)c4ccc(Cl)cc4Cl)cc3)nc2c1
1%	CC1(C)C2CC[C@]1(C)C(=O)N(CCCCN1CCN(c3ccccn3)CC1)C2=O
-2%[76.3 µM]	CC(=O)N(C)c1ccc(NC(=O)CCN2C(=O)c3ccccc3C2=O)cc1
-1%[76.3 µM]	Cc1ccc(S(=O)(=O)N2CCCCC2)cc1C(=O)N(C)CC(=O)Nc1ccc(Cl)c(C(F)(F)F)c1
-11%[76.3 µM]	CC1(c2ccc(NC(=O)c3ccccc3F)cc2)CC1(Cl)Cl (stereo not drawn)
0%	Cc1cccc(CSCc2ccc(C(=O)O)o2)c1
-13%[76.3 µM]	Cc1cccc([C@@H]2[C@@H]3C(=O)N(Cc4ccccc4)C(=O)[C@@H]3[C@]3(Cc4ccc(Cl)cc4)C(=O)N(c4cccc(Br)c4)C(=O)N23)c1
4%	CCc1nnc(NC(=O)c2ccc(S(=O)(=O)N3CCCCC3)cc2)s1
-3%	Cc1cccn2c(=O)c(/C=C(\C#N)C(=O)NC3CCS(=O)(=O)C3)c(Oc3ccc(F)cc3)nc12 (stereo not drawn)
-11%	O=S(=O)(NCc1ccccn1)c1ccc2ccccc2c1
-13%[76.3 µM]	CC(=O)c1ccc(N2CCN(C(=O)CCc3nnc4n(C)c(=O)c5sccc5n34)CC2)cc1
1%[76.3 µM]	Cc1cc(Cl)ccc1OCC(=O)Nc1c(C(=O)c2ccccc2)oc2ccccc12
-1%[76.3 µM]	CN1CCN(c2ccncc2S(=O)(=O)N2CCCCC2)CC1
2%[76.3 µM]	O=C(Nc1ccc(N2CCOCC2)cc1)c1cnccn1
-6%[76.3 µM]	NS(=O)(=O)c1ccc(CCNC(=O)CCn2c(=O)c3cccn3c3cccnc32)cc1
?	Cc1ccc(Cn2c(C(C)NC(=O)c3ccccc3)nc3ccccc32)cc1 (stereo not drawn)
0%[76.3 µM]	CCOC(=O)c1ccc(NCc2cccnc2)cc1
-8%[76.3 µM]	COc1cc(OC)c(C2CC(=O)Nc3ccc4ccccc4c32)cc1OC (stereo not drawn)
1%	COc1ccccc1N(CC(=O)NCc1ccc(F)cc1)C(=O)CCC(=O)Nc1nccs1
-10%[76.3 µM]	COc1ccc(/C=N/NC(=O)c2cc3c(ccc4ccccc43)o2)c(OC)c1
-9%[76.3 µM]	CCOC(=O)C1CCCN(C(=O)c2ccc3c(c2)sc2nc(-c4ccc(C)cc4C)cn23)C1 (stereo not drawn)
-7%[76.3 µM]	CCN1CCN(CCC(=O)Nc2cccc(C)c2)CC1
-4%[76.3 µM]	Cc1cc(C)cc(NC(=S)N2CCN(S(C)(=O)=O)CC2)c1
-5%[15.3 µM]	COc1cc2c(cc1OC)C1O[C@](CCCCN3C(=O)c4ccccc4C3=O)(C2)Oc2c1c(=O)oc1ccc(F)cc21
16%[76.3 µM]	Cc1ccc2onc(CC(=O)Nc3cc(F)ccc3F)c2c1
13%[76.3 µM]	Nc1c(C(=O)Nc2ccccc2)sc2nc3c(cc12)CN(Cc1ccccc1)CC3
-2%[76.3 µM]	Cc1ccc(C(=S)N2CCCCCC2)cc1
1%[76.3 µM]	O=C(C1CCCN1S(=O)(=O)c1cccc2nsnc12)N1CCN(c2ccc(F)cc2)CC1 (stereo not drawn)
14%[76.3 µM]	Cc1c2cnn(CC(=O)O)c(=O)c2c(C)n1Cc1cccc(Cl)c1
14%[76.3 µM]	CCCOc1cccc(C2c3c(oc4cc(C)c(C)cc4c3=O)C(=O)N2CCCN2CCOCC2)c1 (stereo not drawn)
-7%[76.3 µM]	CC(Oc1ccc(Br)cc1)C(=O)Nc1ncn[nH]1 (stereo not drawn)
-2%[76.3 µM]	Nc1cccc2c3c(oc12)CCCC3
3%	CC1CCCCN1C(=O)CNCc1ccc(F)cc1 (stereo not drawn)
0%[76.3 µM]	Cc1ccc(C(=O)NCCONC(=O)c2ccc(C)cc2)cc1
-4%[76.3 µM]	Cc1ccccc1-c1nc(CN2CCC(C(=O)NC(C)C)CC2)c(C)o1
-17%[76.3 µM]	CCC(C(=O)Nc1cc(OC)ccc1OC)n1nc(-c2ccccc2)c2c(c1=O)CCCC2 (stereo not drawn)
0%[76.3 µM]	C=CCSc1nsc(NC(=O)Nc2cccc(C(C)=O)c2)n1
7%[76.3 µM]	COc1ccc(/C=C2\SC(=Nc3ccccc3)NC2=O)cc1
4%[76.3 µM]	O=C(c1noc2c1CCCC2)N1CCc2ccccc2C1
-16%[76.3 µM]	CC(C)OCCCNC(=O)c1cc2c(-c3ccc(Cl)cc3)nn(C)c2s1
-4%[76.3 µM]	Cc1cc(CNC(=O)C2CCC(=O)N(CCc3ccc(Cl)cc3)C2)no1 (stereo not drawn)
1%[76.3 µM]	CCOc1ccc(S(=O)(=O)NCCc2cn3ccccc3n2)cc1
8%[76.3 µM]	CCn1c(CNC(=O)c2ccc(F)cc2)cc2ccccc21
5%	Cc1ccc(-c2cc(C(=O)N/N=C/c3ccc(Cl)cc3)n[nH]2)o1
-22%	CC(=O)c1c(C)[nH]c(C(=O)N2CCCC(C)C2)c1C (stereo not drawn)
2%[76.3 µM]	CSCC[C@H](NC(=O)OC(C)(C)C)C(=O)N1CCC(C(=O)N[C@@H](C)C(=O)NC(C)c2ccccc2)CC1 (stereo partly drawn)
-3%[76.3 µM]	O=C(COc1ccc(S(=O)(=O)N2CCOCC2)cc1Cl)NC1CCCCC1
9%[76.3 µM]	CN(N)c1nc(-c2ccccc2)cc(-c2ccccc2)n1
-10%[76.3 µM]	Cc1nn(-c2ccc(N3CCOCC3)nn2)c(C)c1CCC(=O)Nc1ccccc1
-10%[76.3 µM]	Cc1nc(NC(=O)CSc2nnc(C3CC3)n2C)sc1C(=O)N(C)C
1%	CCN1CCN(Cc2c(O)ccc3c(C)cc(=O)oc23)CC1
-3%	O=C(c1cc2ccccc2cc1O)N1CCN(c2ccccn2)CC1
13%[76.3 µM]	CCN1CCCC1CNC(=O)CN(C)S(=O)(=O)c1ccc(Cl)cc1 (stereo not drawn)
16%[76.3 µM]	Cc1ccc(NC(=O)CSc2nnc(COc3ccc(Cl)cc3)o2)c(C)c1
7%[76.3 µM]	CC(C)(C)C(=O)OC1=CN(Cc2ccccc2)S(=O)(=O)c2ccccc21
-2%[76.3 µM]	O=C(CCc1ccccc1F)N1CCN(c2ccccc2)CC1

Later entries:
GAA glycogen	smiles
-2%[76.3 µM]	Cc1cccc(C(=O)Nc2ccccc2C(=O)NCc2ccco2)c1
8%[76.3 µM]	COc1ccccc1CNC(=O)Cn1ncc2c3ccccc3n(Cc3ccccc3C)c2c1=O
-1%[76.3 µM]	CCCCSc1nnc2c(n1)OC(C)N(C(C)=O)c1ccccc1-2 (stereo not drawn)
?	COc1cc(/C=N/NC(=O)c2cccc(N3CCCC3=O)c2)ccc1O
20%[76.3 µM]	Cc1ccc([C@@H]2[C@@H]3C(=O)N(C)C(=O)[C@@H]3[C@]3(Cc4ccccc4)C(=O)N(Cc4ccccc4)CC(=O)N23)o1
-2%[76.3 µM]	CCc1ccccc1Nc1nc2ccccc2c2nncn12
1%	Cc1cc([N+](=O)[O-])ccc1Nc1nc2ccccc2n2cnnc12
-1%[76.3 µM]	Cc1cc(C)n(CCCNC(=O)CCNS(=O)(=O)c2ccccc2C(F)(F)F)n1
-7%[76.3 µM]	CCCNC(=O)N1[C@H](c2cccs2)[C@@H](C)C(=O)[C@@H](C)[C@@H]1c1cccs1
14%[76.3 µM]	Cc1cc(C)c(NC(=O)Cn2c(=O)n(CCCCC(=O)NCc3ccccc3Cl)c(=O)c3ccccc32)c(C)c1
17%[76.3 µM]	Cc1cccc(NC(=O)CSc2cc(C)c3ccccc3n2)c1
-1%[76.3 µM]	Cc1[nH]c(=O)[nH]c(=O)c1S(=O)(=O)N1CCN(c2ccccc2)CC1
2%	O=C(O)c1cc2c(=O)c3ccccc3oc2nc1C(F)(F)F
3%	COc1ccccc1N1C(=O)c2ccc(C(=O)Nc3ccccc3O)cc2C1=O
-1%	CCN(CC)C(=O)CSc1nc2c(sc(=S)n2-c2ccccc2)c(=O)n1-c1ccc(OC)c(OC)c1
12%[76.3 µM]	CCOC(=O)c1c(C)c(-c2ccccc2)n(CC(=O)Nc2cccc(C)c2C)c1C
17%[76.3 µM]	CCCOc1ccc(C(=O)Nc2nonc2-c2ccc(OCC)cc2)cc1
1%	Nc1ccccc1C(=O)NCCCN1CCOCC1
-1%[76.3 µM]	Cc1cc(NCc2ccccc2)c2ccccc2n1
6%	CCc1nnc(NC(=O)c2c(-c3ccccc3)noc2C)s1
-9%[76.3 µM]	COc1ccc(CCNC(=O)C2CCN(S(=O)(=O)c3ccc(SC)cc3)CC2)cc1
19%[76.3 µM]	CCCNC(=O)CCn1cc(-c2ccc(OC)cc2)nc1-c1ccncc1
15%[76.3 µM]	COc1ccc(-c2cc(=O)oc3cc(OCC(=O)NCCCn4ccnc4)ccc23)cc1
14%[76.3 µM]	COCCNC(=O)CCn1c(=O)c2cc(OC)c(OC)cc2n(CC(=O)Nc2ccc(F)c(Cl)c2)c1=O
2%[76.3 µM]	O=C(CN(c1cc(C(F)(F)F)ccc1Cl)S(=O)(=O)c1ccccc1)NCCc1ccccc1
1%[76.3 µM]	CCc1ccc(NC(=O)CSc2nc(N)c(NC(=O)c3ccc(F)c(F)c3)c(=O)[nH]2)cc1
0%[76.3 µM]	O=C(NNS(=O)(=O)c1ccc(F)cc1)c1ccc(O)cc1
-3%[76.3 µM]	O=C(CSc1nnc(-c2ccccn2)o1)Nc1ccccc1F
5%	COCCn1c(SCC(=O)NCc2ccc(F)cc2)nc2ccccc21
1%	Cc1cc(NC(=O)CCC(=O)N(CC(=O)NCC2CCCO2)c2ccc(F)c(Cl)c2)no1 (stereo not drawn)
5%	Cc1cc(C)c2c(c1)C1(OCCO1)C(=O)N2
-29%[76.3 µM]	Cc1cccc(C)c1Nc1c(-c2ccccc2F)nc2cccc(C)n12
1%	O=C(C[n+]1cc(Br)cc2ccccc21)c1ccc(F)cc1
-18%[76.3 µM]	Cn1c(=O)cc(OCC(=O)N2CCN(c3ccc(F)cc3)CC2)c2ccccc21
3%[76.3 µM]	O=C(Nc1ccccc1C(=O)NCC1CCCO1)c1ccccc1F (stereo not drawn)
5%[76.3 µM]	COc1ccc(NC(=O)Cn2c(SCc3cc(C)ccc3C)nc3ccncc32)c(OC)c1OC
-1%[76.3 µM]	C/C(=N\NC(=O)c1cccc(Br)c1)c1cccnc1
0%[76.3 µM]	Cc1cccc(C(=O)N2CCCC(N3CCN(c4ccccc4F)CC3)C2)n1 (stereo not drawn)
-25%	O=C(CS(=O)CC(=O)Nc1cccnc1)Nc1ccc(F)cc1 (stereo not drawn)
3%&19%[76.3 µM]	CCN(CC)CCNC(=O)c1cn(CC)c2ccc(S(=O)(=O)N3CCc4ccccc4C3)cc2c1=O
2%[76.3 µM]	COc1ccc(CN2CCC(n3nccc3NC(=O)C3CC3)CC2)c(Cl)c1OC
3%	O=C(CN(Cc1ccc(Cl)cc1)C(=O)c1csnn1)NCc1ccc(F)cc1
?	COc1ccc(N(CC(=O)NCc2ccccc2Cl)S(=O)(=O)c2c(C)[nH]c(=O)[nH]c2=O)cc1
3%[76.3 µM]	O=C(O)Cn1cc(CN2CCOCC2)c2ccccc21
5%[76.3 µM]	COc1ccccc1CNC(=O)c1ccc2c(c1)N(Cc1ccc(C)cc1)CCS2
-4%[76.3 µM]	COc1ccc(C2/C(=C(/O)c3ccc4c(c3)CC(C)O4)C(=O)C(=O)N2CCCN2CCOCC2)cc1 (stereo not drawn)
-5%[76.3 µM]	COc1ccc(C(=O)NC(=S)N2CCC(C)CC2)cc1Br
-18%[76.3 µM]	COC(=O)c1c(SC)nc2ccccc2c1OCc1ccc(Br)cc1
4%	CN(C)C(=O)CNC(=O)CN1C(=O)NC2(CCCc3sccc32)C1=O (stereo not drawn)
-2%[76.3 µM]	COc1ccc(-c2noc(CCC(=O)NC3CCCCCC3)n2)cc1
-12%	CC(C(=O)OCC(=O)c1ccc(F)cc1)N1C(=O)C2C3C=CC(C3)C2C1=O (stereo not drawn)
16%[76.3 µM]	COc1ccc(Cn2c(=O)oc3ccc(C)cc32)cc1

Reformatted comma-delimited: entries from further up
Molecule,GAA glycogen
COc1ccc(C2/C(=C(/O)c3ccc4c(c3)CC(C)O4)C(=O)C(=O)N2CCCN2CCOCC2)cc1 (stereo not drawn),-4%[76.3 µM]
COc1ccc(C(=O)NC(=S)N2CCC(C)CC2)cc1Br,-5%[76.3 µM]
COC(=O)c1c(SC)nc2ccccc2c1OCc1ccc(Br)cc1,-18%[76.3 µM]
CN(C)C(=O)CNC(=O)CN1C(=O)NC2(CCCc3sccc32)C1=O (stereo not drawn),4%
COc1ccc(-c2noc(CCC(=O)NC3CCCCCC3)n2)cc1,-2%[76.3 µM]
CC(C(=O)OCC(=O)c1ccc(F)cc1)N1C(=O)C2C3C=CC(C3)C2C1=O (stereo not drawn),-12%
COc1ccc(Cn2c(=O)oc3ccc(C)cc32)cc1,16%[76.3 µM]
